mIAP activ: activators of mouse IAP, primary screen, biochemical, luminescence, uHTS. intestinal alkaline phosphatase [Mus musculus]. muIAP, CDP-Star luminescence, 30 min; hits give high values; 1 = vehicle-only enzyme signal, 0 = enzyme-free wells. activation factor at 10 µM. hit rate 0.24% among 330,000;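 active = activation factor of at least 2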; note: the source names both 10 and 20 µM as test concentration; values of inactives mirror those of a sister screen read the other way
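System: mouse IAP enzyme. Reagent: CDP-Star chemiluminescent phosphatase substrate. Benchmarks: DMSO wells, no-enzyme wells. Times: 30 min enzyme-substrate-compound incubation at room temperature. Detection: luminescence from enzymatic CDP-Star hydrolysis. Doses: test compounds delivered from DMSO solution.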
hIAP inh: human IAP inhibitors, primary screen, biochemical, luminescence, uHTS | Intestinal-type alkaline phosphatase (Homo sapiens), P09923 | purified IAP, CDP-Star luminescence, 30 min | inhibition, % at 10 µM | hit rate 0.12% among 330,000;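 active = inhibition reaching a set limit with compound at 10 µM in the primary screen, cut at about 35% in these data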;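 note: plate controls were DMSO wells with enzyme for no effect and no-enzyme buffer wells for full effect; values of inactives mirror those of a sister screen read the other way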
Target sequence (P09923 whole entry, looked up): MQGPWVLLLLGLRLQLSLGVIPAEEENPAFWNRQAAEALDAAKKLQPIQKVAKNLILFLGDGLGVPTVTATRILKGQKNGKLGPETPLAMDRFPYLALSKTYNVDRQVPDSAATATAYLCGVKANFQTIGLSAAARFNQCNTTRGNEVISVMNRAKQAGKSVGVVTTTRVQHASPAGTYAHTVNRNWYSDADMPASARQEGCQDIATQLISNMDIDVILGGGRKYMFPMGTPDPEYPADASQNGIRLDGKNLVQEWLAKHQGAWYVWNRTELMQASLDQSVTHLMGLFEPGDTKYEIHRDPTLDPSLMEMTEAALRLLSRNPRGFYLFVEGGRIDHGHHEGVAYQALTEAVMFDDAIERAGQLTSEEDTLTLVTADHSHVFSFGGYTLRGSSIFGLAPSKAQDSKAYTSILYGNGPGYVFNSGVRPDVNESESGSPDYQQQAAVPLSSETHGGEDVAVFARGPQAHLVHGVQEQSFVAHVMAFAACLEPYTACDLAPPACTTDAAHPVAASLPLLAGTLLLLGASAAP
ATG4B inhibitor: ATG4B protease inhibitors, primary screen, biochemical, fluorescence, uHTS; Cysteine protease ATG4B (Homo sapiens), Q9Y4P1; ATG4B cleavage of LC3-PLA2, NBD-HPC fluorescence, 1 h; inhibition, % at 8.33 µM; hit rate 0.51% among 340,000; AID 504462, 2011; in the data active = inhibition above about 40%
PfG6PD inh: PfG6PD enzyme inhibitors, primary screen, biochemical, fluorescence intensity, uHTS; glucose-6-phosphate dehydrogenase-6-phosphogluconolactonase (Plasmodium falciparum 3D7); PfGluPho enzyme, NADPH resazurin-diaphorase fluorescence; inhibition, % at 20 µM; hit rate 0.78% among 350,000;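 active = inhibition reaching at least a set limit at 20 µM in the primary screen, cut at about 59% in these data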;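 note: 0% = DMSO wells with substrate and 100% = DMSO wells lacking glucose-6-phosphate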
mIAP inh: inhibitors of mouse IAP, primary screen, biochemical, luminescence, uHTS | purified mouse IAP, CDP-Star luminescence, 30 min | inhibition, % at 10 µM | hit rate 0.2% among 330,000 | AID 2806, 2010;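 active = inhibition of at least 40% at 10 µM in the primary screen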;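 note: plate controls were DMSO with enzyme for no effect and no enzyme wells for full effect; values of inactives mirror those of a sister screen read the other way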
hIAP act: human IAP activators, primary screen, biochemical, luminescence, uHTS. Intestinal-type alkaline phosphatase (Homo sapiens), P09923. purified human IAP, CDP-Star luminescence, 30 min; hits give high values; 1 = vehicle-only enzyme, 0 = enzyme-free background. activation factor at 10 µM. hit rate 0.16% among 330,000;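 active = activation factor of the enzyme at least 2-fold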; note: the source names both 10 and 20 µM as test concentration; values of inactives mirror those of a sister screen read the other way
APOBEC3A inh: APOBEC3A ssDNA deaminase inhibitors, primary screen, selectivity assay for APOBEC3G inhibitor project, biochemical, FAM/TAMRA oligo cleavage fluorescence; DNA dC->dU-editing enzyme APOBEC-3A (Homo sapiens), P31941; recombinant A3A, FAM/TAMRA ssDNA deamination fluorescence; inhibition, % at 20 µM; hit rate 0.41% among 330,000;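 active = at least 40% inhibition at 20 µM here, with at most 30% in a related deaminase screen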;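 note: plate controls were A3A with DMSO for no effect and wells lacking A3A enzyme for full effect; some results filed as inactive read as strong as hits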
Target sequence (P31941 whole entry, looked up): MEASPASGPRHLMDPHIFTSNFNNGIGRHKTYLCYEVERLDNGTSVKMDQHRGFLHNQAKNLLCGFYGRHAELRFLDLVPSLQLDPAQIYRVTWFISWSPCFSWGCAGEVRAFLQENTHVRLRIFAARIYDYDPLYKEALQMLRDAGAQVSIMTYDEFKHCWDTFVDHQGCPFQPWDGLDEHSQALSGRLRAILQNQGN
HKDC1 inh: HKDC1 hexokinase inhibitors, primary screen, biochemical, fluorescence, uHTS. inhibition, % at 20 µM. hit rate 0.16% among 340,000. AID 493160, 2011. recombinant HKDC1, G6PDH/diaphorase resazurin coupled fluorescence;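 active = inhibition above about 35% when tested at 20 µM, limit read from the data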;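 note: plate controls were DMSO wells with enzyme for no effect and DMSO wells lacking enzyme for full effect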
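Assay system – recombinant HKDC1 (HK5) hexokinase enzyme, produced in-house · Input – HKDC1 at 5 µg/mL · Reagent – glucose plus 1 mM ATP as hexokinase substrates · Timing – 90 min reaction incubation at room temperature, dark · Measured by – G6PDH/diaphorase-coupled fluorescence, 1 mM NADP, 100 µM resazurin, 525/613 nm · Benchmarks – DMSO-enzyme wells negative, buffer-substituted wells positive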
Active calls of the source: *; x = no result given; & = joins results of further samples.

SMILES	mIAP activ	hIAP inh	ATG4B inhibitor	PfG6PD inh	mIAP inh	hIAP act	APOBEC3A inh	HKDC1 inh
CCNC(=O)CCSc1nc2cc(Cl)ccc2o1	0.961	-23.0	-0.8	-4.4	3.9	1.23	-0.9	-7.3
CCOC(=O)Cn1nc(C)cc1NC(=O)c1cc(OC)c(OC)c(OC)c1	1.04	8.6	-10.9	11.1	-4.3	0.914	-0.4	-3.8
CN(C)c1ccc(P(=O)(OCc2ccccc2)C(O)c2ccncc2)cc1 (stereo not given)	0.933	5.5	1.9	-17.2	6.7	0.945	-3.6	-5.8
Cc1ccc(Nc2c([N+](=O)[O-])ccc3c2=NC2(CCCCC2)N=3)cc1	0.807	13.5	3.1	28.5	19.3	0.865	2.5	16.9
COc1cc(NS(=O)(=O)c2ccc(Br)cc2)c(OC)cc1NC(=O)c1ccco1	0.929	12.7	-11.5	22.0	7.1	0.873	2.1	9.3
CN(Cc1nc(-c2cnccn2)no1)CC(O)c1ccccc1 (stereo not given)	1.04	0.9	5.4	3.4	-3.8	0.991	-1.4	-6.5
COCCn1c(CN2CCc3ccccc3C2)nc2c1c(=O)n(C)c(=O)n2C	1.02	-16.2	-7.0	0.2	-1.8	1.16	0.6	-13.7
CCc1ccc(NC(=O)C(=O)NCC(O)c2ccccc2)cc1 (stereo not given)	1.05	3.4	-5.2	1.4	-4.7	0.966	3.1	-7.7
C/C(CC(=O)NCc1ccccc1Cl)=N/NC(=O)c1ccccn1	0.91	-20.2	-12.6	1.2	9.0	1.2	-3.7	-12.6
COc1cc(NC(=O)c2nccnc2N)cc(C(=O)Nc2cccc(C(F)(F)F)c2)c1	0.977	-20.9	-14.4	39.6&26.1	2.3	1.21	-2.5	1.4
O=C(COc1ccccc1)Nc1c(C(=O)N2CCC(N3CCCCC3)CC2)oc2ccccc12	0.962	13.2	11.9	-13.4	3.8	0.868	-0.6	-3.0
Cc1cc(C)cc(Oc2coc3cc(O)ccc3c2=O)c1	0.997	14.5	-1.1	-5.6	0.3	0.855	-1.6	-6.3
O=C(c1cnn(-c2ccccc2)c1)c1cc(Br)ccc1O	0.953	21.5	-4.9	-11.7	4.7	0.785	-2.7	-1.4
COc1ccc(OC)c(CC(NC(C)=O)C(=O)NC2CCN(c3nnnn3-c3ccccc3)CC2)c1 (stereo not given)	1	-6.8	2.3	-14.4	-0.5	1.07	0.2	0.1
CC(C)OCCCNC(=O)c1cccc2c1C(=O)c1ccc(Cl)cc1S2(=O)=O	0.93	13.2	-2.5	-1.6	7.0	0.868	-1.6	-5.2
COc1cc(C2c3c(n[nH]c3C)C(=O)N2c2ccc(Br)cc2)ccc1O (stereo not given)	0.912	1.5	-10.8	-2.1	8.8	0.985	-0.9	7.4
COc1ccc(CCC(=O)NCc2cn3ccccc3n2)cc1	1.09	-3.8	1.5	1.2	-9.3	1.04	-6.9	-6.9
Fc1cnc(N2CCOCC2)nc1N1CCc2ccccc21	1.05	1.4	-0.9	-19.2	-4.7	0.986	1.0	-7.1
Cc1ccc(-c2nnn(CC(=O)N(Cc3cccs3)C(C(=O)NC(C)(C)C)c3ccco3)n2)o1 (stereo not given)	1.29	-4.5	-3.6	4.5	-29.2	1.04	-3.9	4.6
COC(=O)c1nnn(-c2nonc2N)c1CSc1ccccn1	0.926	15.9	-9.2	14.7	7.4	0.841	0.5	-4.8
CCc1ccc(N2C(=O)CC(c3ccc(F)cc3)C3=C2COC3=O)cc1 (stereo not given)	0.923	-10.0	x	x	7.7	1.1	-5.3	x
CC(C)CCn1c(SCC#N)nc2c(sc3ccccc32)c1=O	1.03	2.4	0.8	0.3	-3.5	0.976	1.7	-1.0
CCc1ccc(C(=O)NC(=S)Nc2ccccc2N2CCOCC2)cc1	0.904	29.7	-7.2	24.1	9.6	0.703	-2.6	1.1
Cc1cccc(C2CC(c3ccccc3)Nc3nc(N)nn32)c1 (stereo not given)	1.02	-11.5	-2.5	1.9	-2.2	1.11	-2.1	-5.2
CC(C)N1CCN(C(=O)c2ccc([N+](=O)[O-])cc2)CC1	1.11	-1.0	1.6	-2.5	-11.0	1.01	-1.8	-1.8
COc1ccc(OC)c(NC(=O)CCn2ccnc2)c1	1.04	9.4	-8.8	7.0	-4.4	0.906	-4.0	0.4
Cn1c(SCC(=O)NNC(=O)Cc2ccccc2)nc2ccccc2c1=O	0.862	-1.6	4.1	2.5	13.8	1.02	-5.1	-7.4
Cc1ccn2c(C(=O)N/N=C/c3ccc(CNC(=O)C(=O)Nc4ccc(C)c(C)c4)o3)c(C)nc2c1	0.959	4.9	x	x	4.1	0.951	1.4	x
Cc1cccc(C)c1-n1c(C)cc(/C=N/NC(=O)c2ccncc2)c1C	0.961	8.8	2.3	-0.2	3.9	0.912	1.8	-8.7
NC(=O)c1ccc(Nc2nnc(-c3ccc(O)cc3)c3ccccc23)cc1	1.03	-8.5	-3.5	0.8	-2.6	1.08	-8.3	2.2
CCOc1ccccc1N1CCN(C(=O)c2cc[n+]([O-])cc2)CC1	0.954	0.5	-9.6	7.3	4.6	0.995	-3.8	-8.0
CC(=O)c1ccc(N2CCN(CC(=O)NC(=O)NCc3ccccc3)CC2)cc1	0.929	6.9	0.6	2.2	7.1	0.931	0.3	-2.8
O=C(O[C@@H](C(=O)O)[C@@H](OC(=O)c1ccccc1)C(=O)O)c1ccccc1	0.98	7.0	-4.2	-4.0	2.0	0.93	-1.1	-2.5
CN(C)S(=O)(=O)c1ccc(S(=O)(=O)N(CC(=O)Nc2ccccc2)CC2CCCO2)cc1 (stereo not given)	1.02	-7.3	-4.7	3.5	-1.6	1.07	-1.8	-6.2
Cc1cccc(C)c1NC(=O)CN(C)C(=O)CCc1nc2sc3c(c2c(=O)[nH]1)CCCC3	0.885	8.4	-10.3	13.6	11.5	0.916	4.8	-1.5
O=C(N/N=C/c1ccccc1)C(=O)N/N=C/c1ccccc1	0.811	-38.2	5.5	-17.7	18.9	1.38	-3.6	0.1
Cc1cccc(S(=O)(=O)NC(Cc2c[nH]c3ccccc23)C(=O)O)c1 (stereo not given)	1.05	-6.1	7.2	-12.5	-4.9	1.06	-0.3	11.8
O=C(NNS(=O)(=O)c1ccc(F)cc1)c1cccc(O)c1	1.01	1.6	-7.5	-4.4	-0.7	0.984	-6.2	-4.3
CCOc1ccccc1N(C(=O)CNC(=O)c1ccco1)C(C(=O)NC1CCCC1)c1cccnc1 (stereo not given)	0.982	0.1	-0.9	3.2	1.8	0.999	0.1	-4.2
COc1ccccc1C(=O)NC(C)c1cccc2ccccc12 (stereo not given)	1.02	4.9	-5.1	15.5	-2.0	0.951	3.0	-4.5

Entries of single compounds, quoted from the list. Values in the order: mIAP activ	hIAP inh	ATG4B inhibitor	PfG6PD inh	mIAP inh	hIAP act	APOBEC3A inh	HKDC1 inh
CCOc1ccccc1N1CCN(C(=O)c2cc[n+]([O-])cc2)CC1 reads 0.954	0.5	-9.6	7.3	4.6	0.995	-3.8	-8.0
Cc1cccc(C2CC(c3ccccc3)Nc3nc(N)nn32)c1 (stereo not given) reads 1.02	-11.5	-2.5	1.9	-2.2	1.11	-2.1	-5.2
O=C(N/N=C/c1ccccc1)C(=O)N/N=C/c1ccccc1 reads 0.811	-38.2	5.5	-17.7	18.9	1.38	-3.6	0.1

(listing goes on)
SMILES	mIAP activ	hIAP inh	ATG4B inhibitor	PfG6PD inh	mIAP inh	hIAP act	APOBEC3A inh	HKDC1 inh
COc1ccc(-n2c(Cc3cccn3C)nnc2SCC(=O)NCc2ccccc2Cl)cc1	1.05	-11.5	15.1	4.5	-5.5	1.11	0.5	-1.1
O=S(=O)(c1cccs1)N1CCC(CO)(Cc2cccc(F)c2)CC1	1.13	-10.2	3.1	2.7	-12.7	1.1	-2.1	-2.1
O=C(Cn1nc(CNc2ccc(Cl)cc2)[n+]2c1CCCCC2)c1ccccc1	1.03	12.7	-6.1	5.5	-3.1	0.873	-1.2	-8.6
Cc1ccc(C)c(CSc2nnc(CCN)o2)c1	1.02	3.6	-9.9	3.4	-1.9	0.964	2.2	-11.3
CCCCN(C)Cc1c(C)[nH]c2ccccc2c1=O	1.12	-19.7	3.8	-3.3	-12.4	1.2	-1.6	-9.5
COc1ccc(C2NC(=O)CS2)cc1 (stereo not given)	1	9.0	4.2	-13.8	0.0	0.91	0.4	2.0
O=C(O)CCSc1nnc(SCC(=O)NCC(F)(F)F)s1	0.987	16.4	-15.0	5.7	1.3	0.836	-2.9	11.3
Cc1cccn2c(=O)c3cc(C(=O)NCCc4ccccc4)sc3nc12	0.968	9.4	1.1	11.9	3.2	0.906	-0.3	-0.4
CCOC(=O)Cc1csc(NC(=O)c2c(O)c3ccccc3n(CC(C)C)c2=O)n1	0.931	14.7	-12.1	-8.3	6.9	0.853	-5.8	-4.4
O=C1c2ccccc2C(=O)N1CC1=CCS(=O)(=O)C1	1	-12.8	-1.1	7.3	-0.4	1.13	-3.7	-10.2
COCCCn1cc(C(=O)c2cc(Br)ccc2O)cc(C#N)c1=O	0.974	10.9	-3.1	3.4	2.6	0.891	0.7	-3.8
Cc1ccc(OCC(=O)Nc2ccc3c(c2)nc(CCN2CCCCC2)n3C)cc1	1	0.3	8.8	-5.7	-0.2	0.997	1.7	4.6
CCOc1ccc(C(=O)Nc2ccc(CN3CCOCC3)cc2)cc1Cl	0.977	-26.7	1.1	-15.5	2.3	1.27	-1.8	-7.2
C=C(C)Cn1c(CCNC(=O)CCC)nc2ccccc21	1.04	-10.3	-14.6	-5.5	-4.2	1.1	-3.8	-0.8
O=C(Nc1ccc2c(c1)CCCN2C(=O)c1cccs1)c1c(F)cccc1Cl	1.03	-37.0	3.1	1.2	-3.4	1.37	-1.4	0.7
CCOc1ccc(Nc2nc(N3CCCC3)nc(N3CCN(c4ccc(OC)cc4)CC3)n2)cc1	1.12	-11.9	-9.8	3.5	-12.4	1.12	-11.4	2.2
COc1ccc(NC(=O)c2ccc3c(c2)n(C)c(=O)n3C)cc1	0.979	-2.7	-2.9	11.1	2.1	1.03	-2.0	-7.6
COc1ccc(C(=O)NC(=S)NCc2cccnc2)cc1[N+](=O)[O-]	1.02	4.5	9.1	1.5	-2.5	0.955	2.2	-7.7
CCc1ccc(-c2nc(CSCC(=O)NC3CC3)c(C)o2)cc1	0.917	0.9	-2.0	-14.8	8.3	0.991	-5.9	-0.6
CCOC(=O)CNc1nc(Cl)nc(Nc2ccccc2)n1	1.02	1.3	-1.4	8.6	-2.2	0.987	-1.1	-9.9
Cc1ccc(C(=O)CN(C(=O)c2ccc(Cl)c(Cl)c2)N2C(=O)C3CCCCC3C2=O)cc1 (stereo not given)	0.934	-12.3	3.0	-2.3	6.6	1.12	-3.1	10.0
CCS(=O)(=O)C1=NSC2=NC(=O)/C(=C\c3ccc(OC(=O)c4ccco4)cc3)C(=N)N21	0.919	-10.8	13.3	-32.3	8.1	1.11	-3.0	13.5
